Assay outcomes: PubChem BioAssay, Sanford-Burnham Center for Chemical Genomics
EBI2 antag – EBI2 receptor antagonists, beta-arrestin recruitment, primary screen, cell-based, luminescence, 7a,25-OHC stimulation, uHTS; 7a,25-OHC stimulated; inhibition, % at 5 µM; 0.81% of 360,000 active; in the data active = inhibition above about 38%;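 also: enzyme fragment complementation signal reports receptor beta-arrestin coupling in cells; 0% = agonist plus DMSO wells and 100% = wells without agonist; some results beyond the cut were filed as inactive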
Target sequence (P32249 whole entry, looked up, the tested form may be a part): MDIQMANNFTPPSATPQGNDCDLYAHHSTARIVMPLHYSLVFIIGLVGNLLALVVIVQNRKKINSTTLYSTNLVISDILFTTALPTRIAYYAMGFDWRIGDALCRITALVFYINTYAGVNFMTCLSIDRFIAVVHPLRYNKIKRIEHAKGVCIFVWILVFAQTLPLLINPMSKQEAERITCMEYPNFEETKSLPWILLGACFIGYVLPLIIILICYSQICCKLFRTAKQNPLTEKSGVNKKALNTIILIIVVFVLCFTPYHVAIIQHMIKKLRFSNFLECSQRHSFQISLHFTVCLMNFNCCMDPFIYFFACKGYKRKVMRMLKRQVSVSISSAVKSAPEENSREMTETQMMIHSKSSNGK
Mdm2-MdmX inh – inhibitors of human Mdm2-MdmX association, primary screen, cell-based, luminescence, split luciferase, SaOS-2, uHTS; Protein Mdm4 (Homo sapiens) + E3 ubiquitin-protein ligase Mdm2 (Homo sapiens), …; SaOS-2 split-luciferase Mdm2/MdmX complementation; inhibition, % at 8 µM; 3% of 330,000 active;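 active = inhibition of at least 50% at 8 µM in the primary screen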
CCR6 antagonist – CCR6 receptor antagonists, primary screen, cell-based, CHO-K1, luminescence, beta-arrestin, uHTS | CHO-K1 CCR6 PathHunter beta-arrestin, CCL20-stimulated | inhibition, % at 20 µM | 0.49% of 340,000 active | AID 493098, 2011;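 active = compounds whose inhibition of the agonist-driven luminescence signal at 20 µM reaches about 50%, limit read from the data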;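 also: cells stimulated with CCL20 at 14 nM final; plate controls were DMSO with CCL20 for no effect and DMSO without agonist for full effect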
tim23-1 inh – growth inhibitors of tim23-1 mutant yeast, primary screen, luminescence, uHTS | 1.3% of 330,000 active | inhibition, % at 20 µM | S. cerevisiae tim23-1 growth, BacTiter-Glo luminescence, 24 h;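 active = growth inhibition of the mutant yeast at or above 50%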;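 also: temperature-sensitive mutant grown at 25 °C; plate controls were DMSO-treated mutant yeast for no effect and medium wells lacking yeast for full effect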
APJ antagonist – antagonists of human apelin receptor APJ, primary screen, CHO-K1 cells, beta-arrestin complementation, luminescence. inhibition, % at 20 µM. P35414. 0.32% of 330,000 active. AID 2521, 2010;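 active = inhibition above about 40% at 20 µM, limit read from the data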;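 also: cells challenged with 10 nM apelin-13 agonist together with compound; plate controls were apelin-13 plus DMSO wells for no effect and DMSO wells lacking apelin-13 for full effect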
Target sequence (P35414 whole entry, looked up): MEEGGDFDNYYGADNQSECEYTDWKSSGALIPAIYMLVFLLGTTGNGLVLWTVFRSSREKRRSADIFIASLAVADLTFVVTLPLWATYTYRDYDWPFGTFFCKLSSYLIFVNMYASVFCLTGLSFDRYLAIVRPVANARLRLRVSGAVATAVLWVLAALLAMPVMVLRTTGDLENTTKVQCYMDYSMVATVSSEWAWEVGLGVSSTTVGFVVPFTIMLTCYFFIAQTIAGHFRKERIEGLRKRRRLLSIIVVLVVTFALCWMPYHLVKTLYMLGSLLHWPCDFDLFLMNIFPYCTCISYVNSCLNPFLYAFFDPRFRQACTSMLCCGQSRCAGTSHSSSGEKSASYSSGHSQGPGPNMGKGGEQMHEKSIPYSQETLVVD
CXCR6 block – CXCR6 receptor inhibitors, primary screen, cell-based, beta-arrestin, luminescence, CHO-K1 PathHunter, 1536-well. 0.36% of 360,000 active. C-X-C chemokine receptor type 6 (Homo sapiens), O00574. AID 602244, 2012. inhibition, % at 20 µM; in the data active = inhibition above about 34%, passing the limit was not always enough;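 also: antagonist mode with CXCL16 agonist at 10 nM final; 0% = 10 nM CXCL16 with DMSO and 100% = unstimulated wells without agonist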
Target sequence (O00574 whole entry, looked up): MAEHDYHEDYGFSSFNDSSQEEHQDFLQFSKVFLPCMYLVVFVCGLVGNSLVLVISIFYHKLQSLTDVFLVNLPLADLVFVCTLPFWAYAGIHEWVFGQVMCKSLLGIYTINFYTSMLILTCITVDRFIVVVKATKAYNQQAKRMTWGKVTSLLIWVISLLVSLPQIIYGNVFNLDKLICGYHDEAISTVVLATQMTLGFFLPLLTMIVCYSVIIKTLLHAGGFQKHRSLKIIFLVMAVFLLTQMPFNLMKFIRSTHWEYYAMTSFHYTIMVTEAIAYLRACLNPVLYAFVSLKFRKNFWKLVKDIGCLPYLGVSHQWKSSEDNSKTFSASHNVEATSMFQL
XBP1 UPR activ – activators of adaptive XBP1 UPR arm, primary screen, cell-based, CHO-XBP1 luciferase reporter, luminescence, uHTS | IRE1-XBP1 UPR activation; percent of tunicamycin response, DMSO as zero | activation, % at 20 µM | 0.33% of 330,000 active;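 active = versus positive control, 20 µM dose yields 30% or more activation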;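 also: 100% = tunicamycin at 10 µg/mL and 0% = DMSO only wells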
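Test system: CHO-XBP1 luciferase reporter cells | Buffer or medium: Serum-containing F12 medium, 10% FBS | Schedule: 6 h compound exposure at 37 °C, 5% CO2 | Detection: Steady-Glo luciferase glow luminescence, 10 min after reagent addition | Read-out basis: Activation, % of tunicamycin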
APJ ag – agonists of human apelin receptor APJ, primary screen, CHO-K1 cells, PathHunter beta-arrestin, luminescence; P35414; 0% DMSO wells, 100% apelin; activation, % at 20 µM; 0.11% of 330,000 active;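 active = activation more than six SD over the plate average, tested at 20 µM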;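 also: 0% = DMSO alone and 100% = apelin-13 at 10 nM; some results filed as inactive read as strong as hits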
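Assay system – PathHunter CHO-K1 APJ (AGTRL-1) beta-arrestin reporter cells · Compound – one dose, 20 µM compound, 1% DMSO · Timing – compound 90 min 25 °C, reagent 1 h · Measured by – luminescence from split beta-galactosidase complementation, Galacton Star/Emerald II substrate · Measure – beta-arrestin recruitment to APJ as agonist activity, luminescent signal · Benchmarks – DMSO vs Apelin-13 10 nM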
CHOP UPR activ – activators of apoptotic CHOP UPR arm, primary screen, cell-based, CHO-CHOP luciferase reporter, luminescence, uHTS; 0.34% of 330,000 active; activation, % at 10 µM; UPR activation; percent of tunicamycin response over DMSO baseline;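 active = at 10 µM dose, activation of 40% or more, normalized to positive control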;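 also: 100% = tunicamycin at 10 µg/mL and 0% = DMSO alone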
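assay system = CHO CHOP reporter cells | amount = 500 CHO-CHOP cells per well | buffer or medium = F12 with 10% FBS | incubation = 16-18 h cell attachment, then 6 h compound exposure, 37 °C | detection = luminescence read with Steady-Glo | read-out = percent activation relative to tunicamycin control | controls = tunicamycin high control, DMSO low control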
Numbers without * were called inactive; nt = not tested or not shown. Some of the compounds tested; count on the stated rates, not on these rows.

Sequence of screens: CHOP UPR activ	tim23-1 inh	APJ ag	APJ antagonist	EBI2 antag	CXCR6 block	XBP1 UPR activ	CCR6 antagonist	Mdm2-MdmX inh
1) Cc1cc(OCC(=O)OC(C)C(=O)Nc2ccc(N3CCOCC3)cc2)ccc1Cl (stereo unspecified)
 : -0.3	20.2	-0.3	2.5	-4.4	6.3	1.0	0.5	4.1
2) COc1ccc(C(CNC(=O)c2cccc(S(=O)(=O)Nc3ccc(F)cc3)c2)N(C)C)cc1 (stereo unspecified)
 : 0.0	11.2	-3.6	-5.7	-1.6	3.5	-1.9	6.8	24.3
3) COc1ccccc1CN(C)C(=O)c1sccc1-c1ccccc1
 : -0.5	26.0	0.7	-19.0	6.3	8.0	0.6	22.8	12.0
4) CCCc1cc(=O)[nH]c(SCC(=O)N(Cc2ccccc2)C(C)C)n1
 : -0.1	5.7	-4.4	-6.9	8.5	0.8	0.4	0.5	0.3
5) CCN1CCCC1CN(Cc1cc2cc(C)ccc2[nH]c1=O)C(=O)Nc1ccccc1OC (stereo unspecified)
 : -4.3	6.8	-4.3	17.3	8.4	4.8	0.3	7.3	29.6
6) COc1cc(NC(c2ccccc2)c2ccccc2)cc(OC)c1OC
 : 0.8	30.4	-0.7	-4.9	-2.6	1.5	-0.2	-6.1	9.0
7) COc1cc(C(=O)OCC(=O)Nc2cc(S(=O)(=O)N3CCOCC3)ccc2C)ccc1OCC(C)C
 : -0.2	5.4	-1.8	10.4	9.2	0.5	-3.6	-2.8	8.7
8) COC(=O)c1c(NC(=O)COc2ccc(Cl)cc2Cl)sc2c1CC(C)(C)NC2(C)C
 : 12.2	60.1*	-5.5	11.5	-25.7	-3.1	74.2*	1.0	100.3*
9) COc1ccccc1NC(=O)C1CC(=O)N(c2ccc(F)cc2)C1 (stereo unspecified)
 : 0.0	-2.9	-1.2	-2.3	6.9	-2.2	0.2	13.4	-12.6
10) O=C(NCc1ccc2c(c1)OCO2)Nc1ccc2ccccc2c1
 : 0.2	-1.2	-0.7	-8.5	-1.1	-9.2	-0.1	-1.4	-13.9
11) COc1ccc(-c2nc3ccccc3nc2-c2ccccc2)cc1OC
 : -0.4	43.6	0.4	4.3	3.3	0.7	1.1	16.6	6.6
12) CN1/C(=C/c2cccc[n+]2C)Sc2ccccc21
 : 0.0	2.1	-2.1	27.7	-4.6	2.8	3.9	7.6	40.0
13) Cn1cc(Cl)c(-c2n[nH]c(=S)n2C2CCCCC2)n1
 : 0.0	8.7	-2.4	2.5	-8.8	1.1	-1.7	-5.5	26.7
14) O=C(CN1CCCCCCC1)Nc1ccc(Cl)cc1Cl
 : 1.3	28.0	-4.3	2.6	-3.9	6.0	4.2	27.5	-30.1
15) OC(CNCc1ccc(F)cc1)(c1ccccc1)c1ccc(F)cc1 (stereo unspecified)
 : 0.3	15.0	-4.9	12.3	12.4	0.0	0.0	6.5	27.0
16) Cc1ccc(NC(=O)C2COc3ccccc3O2)cc1 (stereo unspecified)
 : 5.5	16.6	-2.2	-2.3	-10.8	-3.6	-2.5	-3.0	-17.2
17) CC(=O)c1cccc(NC(=S)NC(=O)c2cccc(Cl)c2)c1
 : 0.9	36.6	-6.3	6.2	-3.6	20.1	-0.5	39.1	-34.9
18) CCCCc1c(O)nc2sccn2c1=O
 : 0.1	-1.1	0.1	-13.8	-4.5	-6.2	-0.6	-3.7	-14.5
19) COc1cccc(-n2cnc3sc(-c4ccccc4)cc3c2=O)c1
 : 6.8	-22.6	-1.4	8.2	18.5	3.4	3.1	3.4	20.8
20) CCCNC(=O)c1ccc(-c2nn(C)c(=O)c3ccccc23)cc1
 : -0.2	8.2	-0.1	-17.0	1.5	-2.8	-1.0	20.4	5.7
21) Cc1ccc(C(=O)n2nnc3ccccc32)cc1[N+](=O)[O-]
 : 0.6	-3.6	-2.5	6.7	-0.8	2.5	0.0	22.2	20.9
22) COc1ccc(NC(=S)N2CCOCC2)c(OC)c1
 : -2.7	7.9	2.8	0.1	-7.0	-16.1	-0.1	-2.5	-5.6
23) Cc1ccc(N=C2SCCCN2C(=O)c2ccco2)cc1Cl
 : 1.1	8.8	-3.4	9.9	-1.1	-8.6	-1.0	1.0	-2.0
24) CCOC(=O)c1ccccc1NC(=O)c1c(N)n(C)c(=O)[nH]c1=O
 : 0.6	2.5	-3.9	4.5	nt	nt	-0.6	11.4	25.8
25) CCN(CC)S(=O)(=O)c1cccc(C(=O)N[C@H](C(=O)NNC(=O)c2ccccc2)C(C)C)c1
 : 0.6	3.4	-4.9	-8.7	-5.7	-10.3	-1.4	13.3	11.5
26) NC(=O)CSc1nc2cc(Cl)ccc2c(=O)n1C1CCCCC1
 : 0.9	40.6	0.2	-34.1	2.8	6.3	-1.4	13.9	6.2
27) O=C(CSc1nnc(NC(=O)c2ccccc2Cl)s1)NC1CC1
 : 2.1	8.7	-2.0	1.7	-20.5	-1.3	6.0	-1.1	11.6
28) O=S(=O)(Cc1ccccc1)C1CCCCC1O (stereo unspecified)
 : -0.8	13.4	-2.9	-1.7	-3.6	-5.7	-2.0	1.5	10.2
29) Cc1sc2nc(SCc3nc(-c4cccs4)no3)n(-c3ccccc3)c(=O)c2c1C
 : 0.8	14.1	0.8	13.8	3.2	-4.4	2.6	2.5	20.3
30) Cc1ccc2c(=O)n3c(nc2c1)C(Cc1ccccc1)NC(=O)c1cc(Cl)ccc1-3 (stereo unspecified)
 : -1.0	25.6	0.2	16.1	nt	nt	0.3	nt	-24.1

Other entries follow:
Sequence of screens: CHOP UPR activ	tim23-1 inh	APJ ag	APJ antagonist	EBI2 antag	CXCR6 block	XBP1 UPR activ	CCR6 antagonist	Mdm2-MdmX inh
31) COc1ccc(CCCC(=O)NCC(=O)N/N=C/c2cc(Cl)ccc2OC)cc1
 : -1.4	8.6	10.0	-10.6	7.2	0.8	-3.2	4.3	-8.1
32) O=[N+]([O-])c1ccc(Sc2nnnn2-c2ccccc2)c(Cl)c1
 : -1.0	22.7	4.2	-47.3	-47.5	-8.7	0.1	4.1	48.9
33) Cc1ccc(CNC(=O)C2CCCN2C(=O)Nc2ccc(F)cc2)cc1 (stereo unspecified)
 : 1.1	3.2	-0.3	2.4	8.5	2.8	-2.8	12.8	-3.5
34) Cc1[nH]ncc1-c1ccccc1Cl
 : -0.3	-1.2	0.3	-8.3	-21.8	-7.3	-0.5	1.7	30.6
35) COc1ccc(-c2nn(-c3ccccc3)cc2C(=O)NC(=S)N2CCOCC2)cc1OC
 : 4.9	11.2	1.0	-21.6	-4.8	-1.3	3.8	8.6	-8.3
36) COc1cccc(-c2ccc(NC(=O)C3CCCN(Cc4cnc(C)n4C)C3)cc2)c1 (stereo unspecified)
 : 3.0	-68.2	-0.2	-10.2	-4.8	-1.7	0.7	-2.0	26.4
37) O=C(O)C1CC=CCC1C(=O)Nc1cccc(Cl)c1 (stereo unspecified)
 : 1.6	-7.0	0.1	-25.5	7.0	5.3	0.5	-5.9	14.9
38) CCn1c(=O)c2c(nc(SCC(=O)Nc3ccccc3)n2C)n(C)c1=O
 : 2.7	5.1	-1.5	1.3	-0.2	-10.8	4.4	1.0	15.5
39) CCOC(=O)CC1=NN(c2ccccc2)C(=O)C1
 : 1.2	4.8	-0.4	10.8	-1.0	6.1	-3.0	8.7	-1.9
40) NC(=O)Cc1ccc(Nc2nnc(-c3ccccc3)c3ccccc23)cc1
 : 3.2	17.1	-0.1	3.2	4.9	1.3	1.9	7.2	-85.8
41) CN(C)S(=O)(=O)c1ccc(C(=O)NCCc2ccco2)cc1
 : 4.1	3.6	-3.3	16.0	12.2	0.1	5.7	0.5	-11.9
42) COCCNC(=O)COc1cccc(Oc2ccccc2)c1
 : 0.9	17.8	-2.8	19.7	-8.9	-1.8	1.0	9.2	8.6
43) c1ccc(Cc2nnc3sc(-c4cccnc4)nn23)cc1
 : 0.0	-3.7	-0.7	-4.8	0.7	11.2	3.5	-13.9	12.7
44) CN(CC(=O)Nc1ccc(Cl)c(C(F)(F)F)c1)C(=O)CC1Sc2ccccc2NC1=O (stereo unspecified)
 : -0.5	1.0	15.5	4.9	-0.1	-2.6	-6.2	0.2	41.3
45) CC(C)Nc1ncnc2c1nnn2Cc1ccccc1
 : -1.0	14.1	6.1	-5.3	0.5	-6.3	0.9	-0.3	-2.4
46) Cc1ccn(CC(=O)N2CCCC(N3CCN(c4ccccc4F)CC3)C2)n1 (stereo unspecified)
 : -0.4	-10.6	-0.3	25.2	5.2	0.5	-0.3	0.8	13.4
47) Cc1nc2ccccc2n1CC(=O)NC(C)C1CC2CCC1C2 (stereo unspecified)
 : -1.8	-2.5	-1.1	2.2	-0.2	-5.8	-1.4	3.4	-7.2
48) CCN(CC)CCCN1C(=O)CSC1c1ccc([N+](=O)[O-])cc1 (stereo unspecified)
 : -1.8	14.4	-2.6	-8.6	-6.6	9.4	-0.9	-4.6	13.9
49) COc1cc(COCC(O)CN2CCN(Cc3ccccc3)CC2)cc(OC)c1OC (stereo unspecified)
 : -1.4	-12.2	-1.9	13.1	-2.7	-3.3	-0.1	4.0	15.6
50) CC(NCc1cc(Br)ccc1OCC(=O)NCc1ccccc1)c1ccccc1 (stereo unspecified)
 : 2.2	22.7	-2.0	20.1	11.9	-14.2	-2.5	11.6	37.3
51) O=C(NCc1ccc(Cl)cc1)C1CCCN(c2cnccn2)C1 (stereo unspecified)
 : 0.7	10.4	1.2	15.3	7.9	-5.3	-3.0	3.2	-3.8
52) CN1CCN(C(=O)c2ccc(Oc3ccc([N+](=O)[O-])cc3)cc2)CC1
 : -1.5	-8.9	-0.4	16.4	-3.4	-6.9	-1.2	2.5	13.2
53) COCCCn1c(SCc2nnc(-c3ccc(OC)c(OC)c3)o2)nc2ccccc2c1=O
 : -1.2	32.3	2.4	16.0	13.4	-0.9	2.4	2.8	30.0
54) NC(=O)C1=C[C@@H](C2CCCCC2)C[C@@H](OCCCCO)O1
 : -1.9	13.8	1.3	-60.7	-13.3	3.0	3.1	-7.8	3.4
55) Cc1ccc(-c2cc(C(=O)NCCCN3CCCC3)c3ccccc3n2)cc1C
 : 0.9	-70.3	-1.1	4.2	5.1	-4.3	3.5	24.0	36.3
56) O=S(=O)(Cc1ccccc1)NCc1cccnc1
 : 5.8	21.7	-2.9	12.4	0.5	-1.4	2.1	2.3	16.8
57) O=C(O)CCCNC(=O)c1cncc(O)c1
 : -2.4	-3.9	-2.1	-6.0	-7.1	-8.7	-3.1	0.2	13.3
58) CC(=O)Nc1sc2c(c1C(c1ccc(Cl)cc1)N1CCOCC1)CCCC2 (stereo unspecified)
 : 1.0	50.5*	5.2	1.1	6.0	2.1	0.9	9.9	34.6
